High-throughput results from PubChem.
core dimer inh: HCV core protein dimerization inhibition; TR-FRET GST/Flag-core106 dimerization, 1536-well; inhibition, % at 5 µM; 300,000 compounds, 0.33% hits; AID 1899;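 active = inhibition above the mean of all tested compounds plus 3 SD, set per screening campaign, cut at about 45% in these data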
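Test system: GST/Flag-tagged HCV core106 proteins; Medium: KF-containing HEPES buffer, pH 7.45, DTT, CHAPS, BSA; Times: compound-protein-antibody incubation 4 h at 22.5 °C; Detection: TR-FRET 671 and 617 nm emission; Benchmarks: wells lacking GST-core106 and wells with excess unlabelled core106.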
PP1 inh: counter-screen for PP5 inhibitors: inhibitors of human PP1-alpha; P62136; purified PP1alpha, OMFP fluorescence; inhibition, % at 6.7 µM; 320,000 compounds, 0.9% hits;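 active = inhibition above the mean inhibition of all tested compounds plus 3 SD, computed separately for each screening campaign, cut at about 15% in these data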
Target sequence (P62136 whole entry, looked up): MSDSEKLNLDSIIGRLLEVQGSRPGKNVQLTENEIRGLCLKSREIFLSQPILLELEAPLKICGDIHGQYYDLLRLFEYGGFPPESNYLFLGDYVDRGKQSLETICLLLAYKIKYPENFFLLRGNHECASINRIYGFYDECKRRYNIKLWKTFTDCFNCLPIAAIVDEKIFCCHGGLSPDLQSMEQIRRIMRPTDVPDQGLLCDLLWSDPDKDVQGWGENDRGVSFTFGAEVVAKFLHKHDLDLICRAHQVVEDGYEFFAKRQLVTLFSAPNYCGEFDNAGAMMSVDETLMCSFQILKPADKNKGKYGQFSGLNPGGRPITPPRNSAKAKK
TPT1 inh: inhibitors of Candida albicans tRNA 2'-phosphotransferase TPT1; recombinant caTPT1, FP RNA substrate dephosphorylation; inhibition, % at 5 µM; 300,000 compounds, 0.81% hits; AID 1962;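 active = inhibition above the mean of all tested compounds plus 3 SD, set per screening campaign, cut at about 24% in these data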;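 also: plate controls were DMSO alone for no effect and ferristatin control at 100 nM for full effect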
Yeast superoxide: caloric restriction mimetics inhibiting age-related superoxide in yeast. 330,000 compounds, 0.18% hits. S. cerevisiae aged cells, superoxide DHE fluorescence; active compounds read low. AID 2690. superoxide response (% of plate mean), % at 10 µM;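 active = superoxide response under a set limit, about three screen SD below normal, cut at about 65% in these data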;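 also: yeast aged for seven days with compound at 30 °C before DHE staining; 100% = average MFI of all compound-treated wells on the plate with controls excluded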
EBNA-1 inhibitor: blocks EBNA-1 binding to DNA; inhibition, % at 14.8 µM; EBNA-1 DNA binding, fluorescence polarization; 300,000 compounds, 0.34% hits; in the data active = inhibition above about 28%
ZTA counter: blocks Epstein-Barr virus ZTA, an EBNA-1 counter-screen | P03206 | ZTA-DNA binding, fluorescence polarization | inhibition, % at 11 µM | 320,000 compounds, 0.15% hits; in the data active = inhibition above about 33%
CTSL1 counter: blocks F. hepatica cathepsin L1 in PFM18AAP counter-screen | recombinant F. hepatica cathepsin L1, Z-Leu-Arg-MCA fluorescence | inhibition, % at 5.96 µM | 300,000 compounds, 0.49% hits;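 active = inhibition above the mean of all tested compounds plus 3 SD, set per screening campaign, cut at about 17% in these data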;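 also: 0% = plate median of test compound wells and 100% = 1 µM Z-Phe-Ala-diazomethylketone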
PP5 inh: blocks human protein phosphatase 5 activity | AID 1987 | purified PP5c, OMFP substrate fluorescence | 320,000 compounds, 0.18% hits | inhibition, % at 6.7 µM;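 active = inhibition above the campaign's mean inhibition across all tested compounds plus 3 SD, cut at about 9.5% in these data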;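 also: 0% = DMSO only and 100% = 100 µM cantharidin control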
JMJD2C inh: human JMJD2C demethylase inhibition. Q9H3R0. inhibition, % at 2.35 µM. 330,000 compounds, 0.069% hits. GST-JMJD2C(1-420) H3K9me3 demethylation, DELFIA europium;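 active = more than half of a compound's replicate wells show inhibition beyond 50%, single wells judged on their own value; inconclusive = some, but no more than half, of replicates pass 50% inhibition; inactive = no replicate passes 50% inhibition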;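 also: signal counts dimethyl H3K9 product captured on neutravidin plate; 0% = median of DMSO wells and 100% = 0.3 times that DMSO median; strong numbers were not always called active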
Target sequence (Q9H3R0 1-420 limits assumed): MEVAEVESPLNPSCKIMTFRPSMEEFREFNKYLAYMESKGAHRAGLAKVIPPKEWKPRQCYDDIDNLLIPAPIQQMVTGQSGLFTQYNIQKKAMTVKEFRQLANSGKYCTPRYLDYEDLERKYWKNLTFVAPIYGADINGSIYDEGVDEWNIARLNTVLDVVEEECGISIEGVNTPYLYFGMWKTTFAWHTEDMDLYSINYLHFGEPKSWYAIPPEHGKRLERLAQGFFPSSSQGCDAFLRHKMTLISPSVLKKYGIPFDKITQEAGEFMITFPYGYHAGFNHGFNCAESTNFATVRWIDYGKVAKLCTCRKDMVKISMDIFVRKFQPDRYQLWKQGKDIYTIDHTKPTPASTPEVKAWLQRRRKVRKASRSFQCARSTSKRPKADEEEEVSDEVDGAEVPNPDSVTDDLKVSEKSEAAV
* marks the source's active call; other numbers are inactive results; ? = inconclusive; . = no result given; & = joins results of further samples.

(1) Cn1cnnc1SCC(=O)Nc1ccc(OCc2ccccc2)cc1
(2) COc1ccc(NS(=O)(=O)c2cc3c4c(c2)CCN4C(=O)CC3)cc1OC
(3) C=CCn1c(COc2ccc(F)cc2)nnc1SCC(=O)NC1CCCC1
(4) CNC(=O)N1c2ccccc2CCc2ccccc21
(5) CSc1ccc(/C=C/C(=O)c2ccc(O)cc2)cc1
(6) CCc1ccccc1OCC(=O)Nc1nc(-c2cccnc2)cs1
(7) Cc1ccc(S(=O)(=O)N2CCOCC2)cc1C(=O)OCc1nnc(-c2ccccc2)o1
(8) CCOCCCn1c(=S)[nH]c2cc(C(=O)NCc3ccc(F)cc3)ccc2c1=O
(9) c1cn(CCCNc2ncnc3sc4c(c23)CCC4)cn1
(10) CCc1nnc(NC(=O)Nc2ccccc2OC)s1
Compound | 1 | 2 | 3 | 4 | 5 | 6 | 7 | 8 | 9 | 10
core dimer inh | -5.2 | 1.5 | -0.1 | 1.2 | -2.4 | 4.0 | 3.0 | 6.5 | 3.1 | -8.2
PP1 inh | 24.3* | 2.9 | -1.9 | -4.4 | -0.5 | 44.8* | 0.4 | -3.3 | -0.2 | 0.7
TPT1 inh | -3.1 | 1.9 | 0.8 | -0.8 | -2.8 | 1.6 | 2.7 | -2.4 | -1.8 | 0.9
Yeast superoxide | 101.6 | 97.6 | 106.7 | 105.7 | 87.8 | 109.7 | 97.5 | 95.5 | 108.2 | 113.5
EBNA-1 inhibitor | 1.0 | 0.5 | -5.5 | 1.7 | 20.1 | -3.9 | 1.3 | 8.9 | 9.4 | 8.1
ZTA counter | -5.7 | -2.0 | 11.7 | 12.3 | 3.6 | -3.7 | -3.5 | -2.0 | -0.3 | 15.1
CTSL1 counter | -0.5 | 3.2 | -4.3 | 0.2 | 5.4 | 3.3 | 1.1 | 3.0 | -7.9 | -1.3
PP5 inh | 1.3 | 1.9 | 0.9 | -0.1 | -0.8 | 10.1* | 0.0 | 0.7 | 1.3 | 2.2
JMJD2C inh | 3.0 | 33.0 | 18.0 | -19.7 | 15.9 | -5.7 | -6.2 | 12.2 | 1.6 | -10.1

(11) COC(=O)c1ccc(Cn2nc(C)c([N+](=O)[O-])c2C)o1
(12) CC(=O)N1c2ccc(S(=O)(=O)NCCC(=O)NCc3ccc(Cl)cc3)cc2CC1C (centres undefined)
(13) Cc1ccc(NC(=O)CN(C)C(=O)COC(=O)c2nc3nccc(C)n3n2)cc1
(14) Cc1cccc(C)c1NC(=O)CN1C(=O)CCSc2ccc(S(=O)(=O)N3CCCC3)cc21
(15) CCn1nc(C(=O)OCC(=O)Nc2ncc(Cl)c(C)c2Cl)c2ccccc2c1=O
(16) O=C(c1ccc2c(c1)OCO2)N1CCN(c2ccc(F)cc2)CC1
(17) CCn1cc(C(=O)OCC(=O)NCc2ccccc2Cl)c(=O)c2ccc(C)nc21
(18) Fc1ccc(SCCc2ccccn2)cc1
(19) Nn1c(C2CCCCC2)nc2ccccc2c1=O
(20) CCCn1nc(NS(C)(=O)=O)c2cc3cccc(C)c3nc21
Compound | 11 | 12 | 13 | 14 | 15 | 16 | 17 | 18 | 19 | 20
core dimer inh | -22.5 | 2.1 | . | 1.3 | 3.9 | -3.5 | 2.5 | 1.4&-5.2 | -1.3 | -13.2
PP1 inh | -6.1 | -3.6 | -1.8 | 2.3 | -2.4 | -1.6 | -6.3 | -2.6&11.5 | -2.4 | -1.6
TPT1 inh | 2.1 | 4.4 | . | 1.1 | -1.1 | 1.5 | 1.1 | -2.2&-5.6 | -2.1 | -0.1
Yeast superoxide | 114.2 | 83.9 | 105.3 | 69.8 | 98.1 | 107.2 | 111.4 | 86.3&89.7 | 106.0 | 104.3
EBNA-1 inhibitor | -5.9 | -7.2 | . | -5.9 | 3.9 | -6.8 | -5.7 | -1.4&8.6 | -10.9 | 0.6
ZTA counter | -5.2 | -3.8 | 7.2 | 9.6 | -7.7 | -13.5 | -1.9 | -0.4&-1.3 | -0.1 | 15.1
CTSL1 counter | -4.9 | -1.7 | . | -3.1 | -8.5 | -3.5 | 16.7* | 1.9&0.3 | -3.2 | 1.8
PP5 inh | 0.4 | 1.0 | 4.5 | 1.0 | 1.0 | 1.6 | -0.3 | -1.5&1.9 | -0.1 | -1.9
JMJD2C inh | 27.8 | -2.0 | -2.3 | -1.8 | -2.1 | -6.2 | 5.9 | 6.9&5.7 | 0.0 | 1.7

5 records picked at random from those above:
(17) CCn1cc(C(=O)OCC(=O)NCc2ccccc2Cl)c(=O)c2ccc(C)nc21
(15) CCn1nc(C(=O)OCC(=O)Nc2ncc(Cl)c(C)c2Cl)c2ccccc2c1=O
(12) CC(=O)N1c2ccc(S(=O)(=O)NCCC(=O)NCc3ccc(Cl)cc3)cc2CC1C (centres undefined)
(18) Fc1ccc(SCCc2ccccn2)cc1
(16) O=C(c1ccc2c(c1)OCO2)N1CCN(c2ccc(F)cc2)CC1
Compound | 17 | 15 | 12 | 18 | 16
core dimer inh | 2.5 | 3.9 | 2.1 | 1.4&-5.2 | -3.5
PP1 inh | -6.3 | -2.4 | -3.6 | -2.6&11.5 | -1.6
TPT1 inh | 1.1 | -1.1 | 4.4 | -2.2&-5.6 | 1.5
Yeast superoxide | 111.4 | 98.1 | 83.9 | 86.3&89.7 | 107.2
EBNA-1 inhibitor | -5.7 | 3.9 | -7.2 | -1.4&8.6 | -6.8
ZTA counter | -1.9 | -7.7 | -3.8 | -0.4&-1.3 | -13.5
CTSL1 counter | 16.7* | -8.5 | -1.7 | 1.9&0.3 | -3.5
PP5 inh | -0.3 | 1.0 | 1.0 | -1.5&1.9 | 1.6
JMJD2C inh | 5.9 | -2.1 | -2.0 | 6.9&5.7 | -6.2

Part of the list above in order of number of heavy atoms, smallest number first:
(20) CCCn1nc(NS(C)(=O)=O)c2cc3cccc(C)c3nc21
(16) O=C(c1ccc2c(c1)OCO2)N1CCN(c2ccc(F)cc2)CC1
(14) Cc1cccc(C)c1NC(=O)CN1C(=O)CCSc2ccc(S(=O)(=O)N3CCCC3)cc21
Compound | 20 | 16 | 14
core dimer inh | -13.2 | -3.5 | 1.3
PP1 inh | -1.6 | -1.6 | 2.3
TPT1 inh | -0.1 | 1.5 | 1.1
Yeast superoxide | 104.3 | 107.2 | 69.8
EBNA-1 inhibitor | 0.6 | -6.8 | -5.9
ZTA counter | 15.1 | -13.5 | 9.6
CTSL1 counter | 1.8 | -3.5 | -3.1
PP5 inh | -1.9 | 1.6 | 1.0
JMJD2C inh | 1.7 | -6.2 | -1.8

Later entries:
(21) O=C(O)CCC1OC(=O)C(O)=C1c1ccccc1 (centres undefined)
(22) CC(C)(C)c1ccc(S(=O)(=O)NCc2ccc(C(=O)NCC3CCCO3)cc2)cc1 (centres undefined)
(23) Cc1cc(NC(=O)C2CC(=O)N(c3ccccc3Cl)C2)no1 (centres undefined)
(24) CC(=O)NC1CC2CCCC(C1)N2CC(=O)N1CCCc2ccccc21 (centres undefined)
(25) COc1ccc(NC(=O)/C=C/c2ccc(F)cc2)cn1
(26) CCCCC(CC)CNC(=O)CCCCn1c(=O)[nH]c2ccsc2c1=O (centres undefined)
(27) CCc1noc(C)c1C(=O)Nc1ccc(C(F)(F)F)cc1
(28) COc1ccc(CCNC(=O)CCC2COc3ccccc3O2)cc1OC (centres undefined)
Compound | 21 | 22 | 23 | 24 | 25 | 26 | 27 | 28
core dimer inh | 0.9 | 6.8 | 1.9 | 5.2 | -13.7 | -1.1 | -0.7 | 0.0
PP1 inh | -3.5 | -5.1 | -2.3 | 0.5 | -1.9 | -3.4 | -1.2 | -0.7
TPT1 inh | -1.6 | -0.4 | -0.8 | 0.4 | -2.9 | -3.6 | -3.0 | 3.5
Yeast superoxide | 89.8 | 90.7 | 103.5 | 88.7 | 96.1 | 108.4 | 98.9 | 88.8
EBNA-1 inhibitor | -3.7 | -4.9 | 6.3 | 8.0 | 3.9 | -8.6 | 2.3 | -1.7
ZTA counter | 12.4 | -6.3 | -1.8 | 13.7 | 8.4 | -12.6 | -7.5 | 3.0
CTSL1 counter | 2.0 | -0.7 | -3.1 | -0.5 | 1.8 | 4.1 | 1.4 | -1.1
PP5 inh | -2.3 | -1.2 | 1.4 | -0.9 | 1.1 | 3.3 | 3.7 | 2.5
JMJD2C inh | ? | 1.0 | 3.9 | 1.5 | 8.0 | -8.7 | -54.2 | -3.5
